Bioassay records (PubChem BioAssay)
TRHR ag – agonists of human TRH receptor. TRHR cells, calcium flux fluo-8, FDSS agonist mode. activation, % at 2 µM. P34981. 360,000 tested, 0.18% active; in the data active means activation above about 30%; further: 0% is about no effect
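In this calcium-flux screen, cells bearing human TRHR are dye-loaded with fluo-8, baselined for 10 cycles, then exposed to library compounds; positive kinetic calcium responses during the agonist phase mark hits, with TRH as control.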
TRHR PAM – allosteric enhancers of human TRH receptor; P34981; TRHR cells, fluo-8 calcium fluorescence, EC20 TRH enhancement; enhancement, % at 2 µM; 360,000 tested, 0.66% active; AID 493056; in the data active means enhancement above about 30%; further: 0% is about no effect
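TRHR-expressing cells loaded with fluo-8 calcium dye were read kinetically (ex 480/em 530) during compound addition, then stimulated with an EC20 of TRH (10 nM final). Enhancement of the Gq-mediated intracellular calcium response was scored.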
RXFP1 antagonist – RXFP1 (human) relaxin receptor antagonism | HEK293-RXFP1, relaxin-stimulated cAMP HTRF, 30 min; hits give low values | 350,000 tested, 0.59% active | Q9HBX9 | AID 1259400 | activity change, negative = inhibition, % at 57.5 µM;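 active means activity change of -60% or lower, but not beyond a set lower limit; inconclusive means change between -60% and -40%, or beyond the set limit; inactive means change above -40%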; further: on the % scale 0 is the no-effect control and ±100 the full control effect
D2 PAM – positive allosteric modulators of human D2 dopamine receptor | HEK293 T-REx D2, calcium flux, EC20 dopamine potentiation | P14416 | potentiation, % at 10 µM | 340,000 tested, 0.34% active;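 active means potentiation over 3 SD above the plate norm, cut at about 30% in these data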; further: 0% is about no effect
Target sequence (P14416 whole entry, looked up): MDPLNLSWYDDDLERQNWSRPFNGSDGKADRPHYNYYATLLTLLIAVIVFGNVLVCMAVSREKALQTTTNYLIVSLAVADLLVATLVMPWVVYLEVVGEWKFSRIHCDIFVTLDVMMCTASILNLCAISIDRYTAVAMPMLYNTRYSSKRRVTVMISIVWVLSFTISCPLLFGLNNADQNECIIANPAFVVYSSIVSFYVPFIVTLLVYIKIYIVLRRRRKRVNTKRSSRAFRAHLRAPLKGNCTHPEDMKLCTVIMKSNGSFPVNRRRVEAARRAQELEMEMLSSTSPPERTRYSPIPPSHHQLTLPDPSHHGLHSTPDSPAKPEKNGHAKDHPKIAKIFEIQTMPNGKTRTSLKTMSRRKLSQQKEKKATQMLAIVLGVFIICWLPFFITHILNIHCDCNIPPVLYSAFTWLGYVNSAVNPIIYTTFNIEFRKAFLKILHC
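Using a no-wash calcium dye in inducible, force-coupled HEK293 Trex cells expressing D2, we tracked fluorescence each second for 180 s after compound, then for 180 s after EC20 dopamine to detect augmented signalling.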
D1 PAM – human D1 dopamine receptor positive modulation. P21728. HEK293 TREx D1 cells, calcium flux, dopamine EC20 potentiation. potentiation, % at 10 µM. 360,000 tested, 0.036% active. AID 504651; in the data active means potentiation above about 30%; further: 0% is about no effect
Target sequence (P21728 whole entry, looked up): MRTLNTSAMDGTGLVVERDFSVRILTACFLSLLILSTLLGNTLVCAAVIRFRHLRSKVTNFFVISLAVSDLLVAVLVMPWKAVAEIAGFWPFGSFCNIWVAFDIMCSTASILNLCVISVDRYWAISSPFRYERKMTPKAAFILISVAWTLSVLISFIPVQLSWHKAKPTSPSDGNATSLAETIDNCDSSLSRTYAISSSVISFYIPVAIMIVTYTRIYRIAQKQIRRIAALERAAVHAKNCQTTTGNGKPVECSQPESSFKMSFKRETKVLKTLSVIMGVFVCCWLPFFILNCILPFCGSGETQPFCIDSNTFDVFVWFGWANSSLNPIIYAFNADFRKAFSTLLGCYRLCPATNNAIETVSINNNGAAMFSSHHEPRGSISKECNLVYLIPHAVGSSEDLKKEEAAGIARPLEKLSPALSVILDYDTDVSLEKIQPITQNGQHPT
RXFP1 ag – activates the human relaxin receptor RXFP1; Q9HBX9; HEK293T-RXFP1 cAMP TR-FRET, 30 min; response scale: percent of porcine relaxin response, buffer zero; Potency, µM (series often up to 57.5 µM), for the others: at the highest dose activation, usual class: activators; 370,000 tested, 0.3% active; further: potency means the concentration at half of the fitted maximal effect; on the % scale 0 is the no-effect control and ±100 the full control effect; nearly all actives have a fitted effect of over 60% in size; many of its hits are not listed in these tables
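cAMP rise read by TR-FRET after 30 min, 37C compound exposure (up to 58 uM) in RXFP1-transfected HEK293 cells with Ro 20174 present. EC50 from Hill-equation fits, with 29 nM porcine relaxin as 100% and buffer as basal.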
D1 ag – human D1 receptor agonism | P21728 | HEK293 T-REx D1 cells, calcium flux, agonist mode | activation, % at 2 µM | 360,000 tested, 1% active; in the data active means activation above about 30%; further: 0% is about no effect
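Inducible HEK293 T-REx D1 cells, force-coupled to calcium signalling, were plated at 4000 cells/well with tetracycline and held overnight at 30 C. After no-wash calcium dye loading, compound-evoked calcium rise over 180 s flagged agonists.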
Apoferritin bind – candidate novel general anesthetic via apoferritin binding; AID 485281; Potency, µM (doses to about 77.5 µM), for the others: top-dose activity change, negative = displacement, actives largely listed as inhibitors; P02791; apoferritin/1-aminoanthracene competitive binding, fluorescence; 350,000 tested, 0.074% active; further: potency means the concentration at half of the fitted maximal effect; on the % scale 0 is the no-effect control and ±100 the full control effect; nearly all actives have a fitted effect of over 20% in size
Target sequence (P02791 2-175 limits assumed): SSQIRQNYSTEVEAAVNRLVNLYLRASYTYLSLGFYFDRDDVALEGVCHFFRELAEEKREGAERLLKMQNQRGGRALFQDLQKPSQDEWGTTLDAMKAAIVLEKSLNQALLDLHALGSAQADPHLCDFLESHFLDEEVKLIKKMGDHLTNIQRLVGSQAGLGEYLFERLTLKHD
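Read-out: endpoint 1-AMA fluorescence, excitation 380 nm and emission 535 nm, after compounds sit 10 min at room temperature with 10 uM horse-spleen apoferritin in 50% saturated 1-AMA/PBS. Values come from four-parameter Hill fits.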
D1 antagonist – blocks dopamine activation of the human D1 receptor | P21728 | HEK293 TREx D1 cells, calcium flux, dopamine EC80; hits give low values | activity change, negative = inhibition, % at 10 µM | 360,000 tested, 3.2% active | AID 504652; in the data active means activity change below about -30%; further: on the % scale 0 is the no-effect control and ±100 the full control effect
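Inducible Hek293 Trex D1 cells (tetracycline, overnight, 30 C). Calcium dye 30–90 min RT. Antagonist mode: EC80 dopamine added after 180 s compound read.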
* hit, by the source's call; ? = inconclusive; . = not tested or not shown; [ ] = dose if it differs, or a comment. Unless noted, the call rests on the fitted dose curve; in most records, active means well fitted curve in the direction sought with a large enough effect; inconclusive means small, poorly fitted or top-dose-only effect, or another doubt; inactive means no such curve, though single readings can be large; an effect the other way counts as inactive or inconclusive.

Each structure is followed by: TRHR ag, TRHR PAM, RXFP1 antagonist, D2 PAM, D1 PAM, RXFP1 ag, D1 ag, Apoferritin bind, D1 antagonist
- COc1cc(OC)cc(C(=O)NC(=S)NCCc2ccccc2)c1
  0.4, 10, 5, 4, -1, 0.7%, 10, ?, -15
- Nc1c(C(=O)NCc2ccccc2)sc2nc(N3CCOCC3)c3c(c12)CCCC3
  0.1, 3, 30, -5, -2, 15%, 4, 421%[activator], 5
- Cc1ccc(-c2nnc(Nc3ccccc3)c3ccccc23)cc1S(=O)(=O)NCc1nc2ccccc2[nH]1
  0.3, -1, -1, 15, -1, 9.0%, 4, 88%[activator], -11
- CCOc1ccc(Cc2n[nH]c(=S)n2N)cc1
  -1.3, -4, -16, 5, -5, 3.4%, 5, -5%, -12
- O=C(CN1CCc2ccccc21)NC(c1ccccc1)c1ccccc1
  -1.5, -2, ., -2, -3, 5.0%, 1, 8%, 9
- O=C(N/N=C/c1ccccc1O)C1CCCC1
  0.6, -2, 4, -1, -15, 3.4%, 0, 5%, -6
- CCOC(=O)CN1C(=O)N[C@@H](c2ccccc2)C(C(C)=O)=C1C
  -0.8, 23, ., 2, -4, 2.9%, -1, -6%, -8
- N#Cc1ccc(C(=O)Nc2ccc(S(=O)(=O)NC3=NCCCCC3)cc2)cc1
  1.1, -2, 0, -3, 8, 0.9%, 3, -19%, -13
- CCc1ccc2nc(N(Cc3cccnc3)C(=O)c3ccc(C#N)cc3)sc2c1
  0.5, -2, 2, -3, 2, -2.0%, 6, ?, .
- COc1c2ccoc2nc2c(OC)c(O)ccc12
  -0.5, 2, 1, ., 4, -0.1%, 0, -3%, -6
- O=C(CN1C(=O)CCC1=O)Nc1nc(-c2ccc3ccccc3c2)cs1
  -0.6, 9, -7, 16, -7, 1.1%, 14, -4%, -11
- COC(=O)Cn1c2[n+](c3ccccc31)CC(O)CS2 (stereo not drawn)
  0.0, -1, -1, -8, 3, 1.8%, 1, -2%, -17
- COc1ccc(C(=O)/C=C/c2ccc(N3CCCCC3)c([N+](=O)[O-])c2)cc1
  0.3, -3, -5, -8, -6, 2.3%, 1, -9%, -7
- C=CCn1c(SCC(=O)Nc2ccccc2F)nc2ccccc2c1=O
  -0.4, -5, 1, 11, -1, 2.9%, 6, -3%, -13
- COc1cc(C2CC(=O)n3c(nc4ccccc43)S2)cc(OC)c1OC (stereo not drawn)
  -0.7, 2, ., 30*, 0, 2.0%, 0, 117%[activator], -3
- Cc1ccccc1NC(=S)N1CCN(Cc2ccc3c(c2)OCO3)CC1
  0.2, 3, -1, -7, -5, -0.3%, 4, -9%, 14
- CCC(=O)Nc1c(-c2ccc(C)cc2)c(=O)c2ccccc2n1C
  -0.5, -12, 1, -8, 4, 2.1%, 3, 43%[activator], 2
- COc1ccc(Oc2cccc(Cl)c2CNC(=O)CC(C)(C)CC(=O)O)cc1
  -0.1, 6, -40, 12, -2, -0.8%, 0, 6%, -20
- CCN(C(=O)COC(=O)CCC(=O)c1cccs1)c1c(N)n(Cc2ccccc2)c(=O)[nH]c1=O
  0.1, 0, 5, -8, -4, 0.6%, 1, ., 13
- COc1ccc(N/C(=C(/C(Cl)=C(Cl)Cl)[N+](=O)[O-])n2nnc3ccccc32)cc1
  1.4, 2, ., -4, -5, -0.7%, 1, 108%[activator], -14
- Cc1ccc(C)c(OCC(=O)Nc2ccccc2N2CCCC2)c1
  -0.6, 0, -14, 3, 1, 2.0%, 2, -20%, 18
- CC1CCN(C(=O)CSc2n[nH]c(-c3ccc(F)cc3)n2)CC1
  -0.3, -2, -22, 6, -3, 7.0%, 1, 5%, 4
- COc1ccccc1N1CCN(S(=O)(=O)CCNC(=O)Cc2ccc(F)cc2)CC1
  -0.6, -7, -12, -6, -3, 0.0%, 1, ., -7
- COc1ccc(NC(=O)Cc2ccccc2)cn1
  1.1, 6, 3, 8, -4, 2.8%, 5, -6%, 6
- Cc1nc(NC(=O)/C=C/c2ccc(C(C)(C)C)cc2)sc1C(=O)N(C)C
  0.0, 3, -4, 8, 6, 4.8%, 4, -7%, 3
- Cc1nn(C)cc1/C=N/NC(=O)c1ccc2c(c1)OCO2
  -0.2, 4, 6, 6, -6, 0.6%, 2, -9%, -7
- COCCCN(CC(=O)Nc1ccc(N2CCOCC2)cc1)S(=O)(=O)c1ccc(Cl)cc1
  -0.4, -8, -9, 3, -2, -1.0%, 2, -8%, -11
- O=C(NC1CC1)c1cc2ccccc2o1
  0.1, 26, 0, 2, 6, 0.4%, 1, -9%, -11
- O=C(CSc1nc2ccccc2o1)N1CCN(c2ccc(Cl)cc2)CC1
  0.8, -3, -3, 12, 2, -0.6%, 0, 9%, 0
- COC(=O)c1cc2c(ccn2-c2ccc(F)cc2)n1Cc1cccc(OC)c1
  0.2, 11, ., 11, 3, 1.5%, 10, 3%, 49
- CCOc1ccc(NC(=O)NC2CCOC(C)(C)C2)cc1 (stereo not drawn)
  0.4, -1, -8, ., -1, 2.9%, 3, -8%, 5
- COC(=O)c1sc2ccccc2c1NC(=O)c1ccc(S(=O)(=O)N2CC(C)CC(C)C2)cc1 (stereo not drawn)
  1.1, 3, -2, -11, -2, -3.3%, 4, -1%, -8
- CC(=O)c1cn(Cc2ccccc2)c(=O)[nH]c1=O
  0.1, -12, 4, -4, -6, 0.0%, 2, -2%, -3
- COc1ccc(N(CC(=O)NCc2ccc3c(c2)OCO3)S(=O)(=O)c2c(C)nn(C)c2C)cc1
  -0.2, -2, 7, 1, -6, -0.3%, 0, -12%, -8
- COCCNC(=O)c1ccccc1NC(=O)c1ccccc1N(C)S(C)(=O)=O
  0.0, -4, -1, 8, 10, -0.1%, 3, 1%, 10
- COC(=O)c1cc(OC)c(OC)cc1NCC(=O)Nc1ccc(OC)c(OC)c1
  -0.6, 7, 0, 5, 4, 0.1%, 0, -6%, -18
- COc1ccc(C=O)cc1Cn1c(=O)n(CCC(=O)NCc2ccco2)c(=O)c2sccc21
  -0.9, -1, -10, -1, -3, ?, 2, -11%, -4
- Cc1ccc(OCC(=O)Nc2ccc3nc(SCC(=O)N4CCc5ccccc54)sc3c2)cc1
  -1.0, 5, ., 8, 4, 0.2%, 0, -1%, -35*
- Cc1ccc(NCN2C(=O)C3C4C=CC(C4)C3C2=O)cc1 (stereo not drawn)
  0.6, 2, -12, -1, 0, 0.2%, 2, -14%, 11
- CC12CN3CC(C)(CN(C1)C3c1ccc(Cl)cc1)C2 (stereo not drawn)
  0.2, 3, -9, 11, -1, 1.0%, 6, -11%, -3
- CN(CC(=O)NC1CCCCCC1)S(=O)(=O)c1cnc[nH]1
  0.2, 3, 6, -2, -5, 1.6%, 2, -5%, 22
- COc1ccc(OC)c(N(CC(=O)Nc2cccnc2)S(C)(=O)=O)c1
  -1.0, 0, 2, 9, -2, 1.6%, 2, -20%, 2
- COc1ccc(-n2cc(-c3ccccc3)[nH]c2=S)c(OC)c1
  0.7, -5, -5, 8, -9, -0.2%, 2, -2%, -9
- COc1ccc(/C=C/c2nc(C#N)c(NCc3ccc(C)cc3)o2)cc1OC
  -2.1, -5, 3, -3, -1, 10%, -2, 347%[activator], -17
- Fc1ccc(-c2csc(N3CCSCC3)n2)cc1
  0.7, -5, -22, 12, 0, -0.1%, 1, ?, -14
- CCOc1cc(C(=O)N(CC)CC(=O)Nc2c(F)cccc2F)ccc1OCC(=O)N1CCCCC1
  -0.2, 8, -14, 11, -1, -0.5%, 2, ., 1
- O=C(CSc1cccc[n+]1[O-])CSc1cccc[n+]1[O-]
  0.9, 6, -1, 4, 0, -0.7%, 1, -5%, -3
- S=C(Nc1ccccc1)N(CCN1CCOCC1)Cc1cccc(Cl)c1
  0.2, 0, ., 9, -5, -1.3%, 2, -3%, 20
- CCS(=O)(=O)N1CCC2(CC1)OC(=O)C(C)=C2C(=O)NCc1cccc(Cl)c1
  0.4, -7, ., 0, -2, 0.6%, 0, -11%, 0
- COCCNC(=S)N(CCc1c(C)[nH]c2ccc(C)cc12)Cc1cc(OC)c(OC)c(OC)c1
  0.1, 11, ., 4, 5, -1.2%, -3, 0%, 27
- COc1ccc(NC(=O)c2nc3ccccc3s2)cc1
  0.0, -4, 9, -6, -3, 3.9%, 2, -1%, -20
- CCC(C)c1ccc(NS(=O)(=O)c2c(C)[nH]c(=O)[nH]c2=O)cc1 (stereo not drawn)
  0.3, -1, -7, 11, -4, 0.2%, 2, -8%, -17
- Cc1c(Cl)cccc1NC(=O)CNC(=O)C1CC(=O)N(CCc2ccccc2)C1 (stereo not drawn)
  -0.5, -1, -5, -5, -3, 0.4%, 1, ., -15
- CCOC(=O)C1(CCOC)CCN(C2C3CC4CC(C3)CC2C4)CC1 (stereo not drawn)
  2.1, -5, ?, -11, -6, 0.0%, 4, -3%, -9
- O=C(O)/C=C/c1cnc2ccccc2n1
  0.1, -2, -7, -6, -7, 5.3%, 1, -7%, 13
- Cc1nnc(NC(=O)c2cccc(S(=O)(=O)N3CCN(C)CC3)c2)s1
  0.0, 0, -12, -2, -6, 1.4%, 3, ., 0
- CC(C)(C)NC(=O)c1ccc(NC(=O)C2COc3ccccc3O2)cc1 (stereo not drawn)
  -0.7, 0, -3, -10, 3, -0.1%, 5, 7%, -19
- O=C(NCCc1ccccc1Cl)c1sc2ncccc2c1-n1cccc1
  0.4, -6, -26, -4, -4, 2.8%, 13, ?, -8
- COc1cc(CCC(C)NCc2ccccc2)ccc1O (stereo not drawn)
  0.6, 1, 4, -35, -3, 7.2%, 5, 13%, -1
- Cc1cc(C)nc(SCc2nc3nc(C)cc(C)n3c2Br)n1
  -0.4, -2, 20, 1, 1, 6.8%, 3, ?, 26

Next compounds.
Each structure is followed by: TRHR ag, TRHR PAM, RXFP1 antagonist, D2 PAM, D1 PAM, RXFP1 ag, D1 ag, Apoferritin bind, D1 antagonist
- CCc1c(C(=O)NNC(=S)NC2CCCCC2)csc1C
  0.0, -2, 10, -11, 0, -0.3%, 2, -23%, 4
- CCN(CC)S(=O)(=O)c1ccc(C(=O)Nc2nnc(-c3ccco3)o2)cc1
  -0.5, -1, 11, 2, -4, 2.4%, 5, -12%, 2
- CCCCCN(C(=O)CN(C)Cc1ccc(OC)cc1OC)c1c(N)n(CCCC)c(=O)[nH]c1=O
  -0.2, 7, 1, 3, -4, 3.3%, 2, -19%, 5
- COc1ccc(C)cc1Nc1n[n+](-c2ccccc2)c(-c2ccc(OC)c(OC)c2OC)s1
  -0.7, -6, ., -4, -18, 2.6%, 1, ?, -37*
- COCCCNc1nc2nonc2nc1N(C)CC1CCCN1C (stereo not drawn)
  0.9, 7, -5, 1, -3, -0.2%, 2, -3%, 2
- CCNC(=O)c1ccccc1CCc1ccccc1
  -0.5, -3, 3, 11, -6, 0.0%, 2, -9%, -23

These rows are one share of the data (hit frequency here may not be typical).
